# Ba/F3 V617F tox – reduced viability of JAK2V617F-dependent Ba/F3 cells, primary screen, JAK2V617F inhibitor project, cell-based, Ba/F3 EpoR-JAK2V617F, luminescence | ATP luminescence | inhibition, % at 5.6 µM | 1.1% of 220,000 active | AID 1446, 2008;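 active = inhibition above the campaign mean plus 3 SD over all tested compounds, cut at about 24% in these data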;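 also: cytokine-independent growth of Ba/F3 cells driven by EpoR plus mutant JAK2; 0% = DMSO-treated cells and 100% = JAK inhibitor I control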
# CHOP inhibitor – inhibitors of CHOP promoter induction, primary screen, cell-based, unfolded protein response, luciferase reporter; inhibition, % at 10 µM; 3.8% of 220,000 active; CHO-K1 CHOP-promoter luciferase, tunicamycin-induced, 15-18 h; AID 2732, 2010;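 active = compounds that reduced the stress-induced luciferase reporter signal by more than about 70% of percent inhibition, limit read from the data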;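 also: 0% = tunicamycin plus vehicle and 100% = wells without tunicamycin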
# NPY-Y1 antag – NPY-Y1 receptor antagonists, primary screen, cell-based. Neuropeptide Y receptor type 1 (Homo sapiens), P25929. HEK293-CNG Y1 cells, membrane potential fluorescence; NPY at EC95, then isoproterenol. inhibition, % at 3.6 µM. 1% of 200,000 active;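 active = inhibition above the campaign mean inhibition of all tested compounds plus 3 SD, cut at about 20% in these data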;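 also: 0% = DMSO wells given NPY plus isoproterenol and 100% = isoproterenol alone without NPY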
#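 Assay system: HEK293 cells with Y1 receptor plus CNG channel | Probe or stimulus: NPY (25 nM), isoproterenol (1 µM), Ro 20-1724 (25 µM) | Timing: Compound incubation 1 h at room temperature, readout 45 min post-stimulation | Measured by: Membrane-potential fluorescent dye readout | Benchmarks: High control isoproterenol alone, low control NPY with isoproterenol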
# NPY-Y2 PAM-ag – NPY-Y2 potentiators or agonists, primary screen, cell-based; 0.45% of 220,000 active; AID 1359, 2008; activation, % at 3.6 µM; cells expressing NPY-Y2, potentiator/agonist read-out; Neuropeptide Y receptor type 2 (Homo sapiens), P49146; in the data active = activation above about 27%;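 also: cells stimulated with NPY near EC25 plus isoproterenol at EC100; 0% = vehicle plus submaximal agonist and 100% = vehicle plus saturating agonist; some results beyond the cut were filed as inactive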
# Target sequence (P49146 whole entry, looked up): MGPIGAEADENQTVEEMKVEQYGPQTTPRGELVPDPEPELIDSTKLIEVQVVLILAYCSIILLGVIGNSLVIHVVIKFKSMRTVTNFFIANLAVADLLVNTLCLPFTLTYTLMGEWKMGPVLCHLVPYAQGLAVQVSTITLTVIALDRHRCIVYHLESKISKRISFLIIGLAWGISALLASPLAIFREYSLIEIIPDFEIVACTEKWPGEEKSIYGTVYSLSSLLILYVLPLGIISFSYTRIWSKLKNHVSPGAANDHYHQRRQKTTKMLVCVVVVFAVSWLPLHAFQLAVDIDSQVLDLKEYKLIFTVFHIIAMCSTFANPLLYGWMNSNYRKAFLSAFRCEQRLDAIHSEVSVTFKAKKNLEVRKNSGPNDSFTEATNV
# NPY-Y1 PAM-ag – NPY-Y1 receptor potentiators or agonists, primary screen, cell-based | Neuropeptide Y receptor type 1 (Homo sapiens), P25929 | NPY-Y1 expressing cells, potentiator/agonist activation | activation, % at 3.6 µM | 0.37% of 220,000 active | AID 1304, 2008; in the data active = activation above about 33%, passing the limit was not always enough;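 also: cells stimulated with NPY at EC10 then isoproterenol at EC100; 0% = low agonist plus stimulus and 100% = saturating agonist plus stimulus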
# S1P4 ag – S1P4 receptor agonists, primary screen, cell-based. Sphingosine 1-phosphate receptor 4 (Homo sapiens), O95977. 0.35% of 220,000 active. S1P4-expressing cell line, agonist reporter assay. activation, % at 4.98 µM. AID 1509, 2009; in the data active = activation above about 11%;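 also: 0% = DMSO vehicle and 100% = reference agonist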
# p47phox inh – p47phox/p22phox peptide binding inhibitors, primary screen, biochemical, uHTS, NADPH oxidase regulatory subunit. Neutrophil cytosol factor 1 (Homo sapiens), P14598. fluorescence polarization, 2 h. inhibition, % at 24.7 µM. 0.53% of 220,000 active. AID 1274, 2008;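 active = inhibition above about 30%, limit read from the data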;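 also: 0% = p47phox with labelled peptide and 100% = labelled peptide alone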
# Target sequence (P14598 whole entry, looked up): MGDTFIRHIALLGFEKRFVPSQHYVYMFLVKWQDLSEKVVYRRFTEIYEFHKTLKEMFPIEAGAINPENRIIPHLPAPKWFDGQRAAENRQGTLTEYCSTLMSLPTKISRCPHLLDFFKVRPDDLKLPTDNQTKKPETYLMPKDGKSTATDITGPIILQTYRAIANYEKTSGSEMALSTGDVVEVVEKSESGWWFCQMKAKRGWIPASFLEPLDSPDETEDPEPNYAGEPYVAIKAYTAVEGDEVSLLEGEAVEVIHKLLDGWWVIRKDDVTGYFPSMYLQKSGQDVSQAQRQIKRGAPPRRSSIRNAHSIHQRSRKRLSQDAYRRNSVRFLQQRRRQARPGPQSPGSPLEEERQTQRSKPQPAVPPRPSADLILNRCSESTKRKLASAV
# S1P4 antagonist – S1P4 receptor antagonists, primary screen, cell-based | Sphingosine 1-phosphate receptor 4 (Homo sapiens), O95977 | S1P4-expressing cells, antagonist mode, reporter read-out | inhibition, % at 4.98 µM | 0.26% of 220,000 active | AID 1510, 2009; in the data active = inhibition above about 29%;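 also: 0% = wells stimulated with agonist and 100% = vehicle wells without agonist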
# BaF3 tox – parental Ba/F3 cell viability inhibition, counter-screen for JAK2V617F inhibitor project, murine pro-B, CellTiter-Glo luminescence; CellTiter-Glo ATP luminescence; inhibition, % at 5.6 µM; 1.1% of 220,000 active; AID 1486, 2009;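 active = inhibition above a per-campaign cutoff, the mean inhibition of all tested compounds plus 3 SD, cut at about 27% in these data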;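 also: 0% = DMSO wells and 100% = JAK Inhibitor I control wells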
# Numbers without * were called inactive; . = no result given.
entry	smiles	Ba/F3 V617F tox	CHOP inhibitor	NPY-Y1 antag	NPY-Y2 PAM-ag	NPY-Y1 PAM-ag	S1P4 ag	p47phox inh	S1P4 antagonist	BaF3 tox
1	CC(=O)Nc1ccc(N2C(C(C)=O)=NN(c3ccccc3)C2c2cccs2)cc1 (centres undefined)	-0.9	16.5	0.7	-3.5	13.5	-0.5	-13.2	-2.6	7.7
2	O=C(CN1C2=NCCCN2c2ccccc21)c1cccs1	0.4	11.3	1.4	2.5	-1.5	0.4	-7.5	4.5	3.0
3	COc1cc(/C=N/NC(=O)c2ccc(Cl)cc2)ccc1OCC(=O)N1CC(C)OC(C)C1 (centres undefined)	-3.1	19.2	-0.5	-6.5	11.9	-0.3	-0.2	-12.8	2.9
4	COc1ccc(/C=C/C(=O)NC(CCSC)C(=O)O)cc1 (centres undefined)	0.0	-14.6	0.5	-13.5	-12.6	-1.1	4.4	-2.9	0.1
5	COC(=O)c1cc(OC)nc2c1c(=O)n(C)c(=O)n2C	0.6	10.5	-6.0	-10.2	13.3	-1.2	2.4	-15.1	2.1
6	O=C(COC(=O)CCSc1ccc(Cl)cc1)NCc1ccc(Cl)cc1	3.6	31.4	10.9	-25.1	-33.4	-1.7	5.9	-7.4	7.7
7	CC(=O)c1ccc(NC(=O)Nc2ncn(Cc3cccc(C)c3)n2)cc1	-0.6	23.8	-7.9	3.9	5.0	-0.8	-5.6	1.0	-1.1
8	Cc1cc(SCC#N)n2nc(C)c(-c3ccccc3)c2n1	0.9	5.4	0.1	-6.6	-10.8	2.4	-0.9	-31.5	3.9
9	O=C(NC(Cc1ccccc1)C(=O)O)/C(=C/c1ccc([N+](=O)[O-])cc1)NC(=O)c1ccccc1Br (centres undefined)	1.8	-11.0	-2.0	-15.0	2.4	0.9	-3.4	1.4	7.8
10	Cc1cccc(-c2noc(CCC(=O)NCc3ccco3)n2)c1	-1.6	45.0	3.4	-21.8	-6.0	1.8	-7.7	-14.0	7.9
11	O=C(NC1CCCCCC1)c1ccc[nH]c1=S	1.9	-3.7	-1.3	-5.1	-8.8	-0.1	1.6	4.3	7.1
12	Cc1cc(O)ccc1C1(c2ccc(O)cc2C)OC(=O)c2ccccc21	-2.4	-2.1	0.6	7.8	-3.7	1.8	-17.4	-14.0	0.1
13	COc1cccc(/C=C2\SC(N)=NC2=O)c1OS(=O)(=O)c1ccccc1	-2.7	30.4	-3.7	0.3	12.0	-0.1	-4.7	-4.1	2.8
14	Cc1ccc(C)c(S(=O)(=O)NCc2ccc(C(=O)NCc3ccco3)cc2)c1	1.5	27.9	2.3	-2.4	-9.3	4.6	-5.6	-11.6	4.0
15	Cc1ccc(SCC(=O)NCC(C)C)cc1	0.4	5.6	-1.7	12.8	-11.4	1.7	0.2	-3.1	2.6
16	COc1cccc2cc(-c3nnc(SCC(=O)NCCc4ccccc4)n3C)oc12	-3.4	25.9	2.3	1.1	-4.7	0.4	-7.8	-0.5	4.4
17	Cc1ccc(S(=O)(=O)N(C)CC(=O)Nc2cccc(C)n2)cc1	6.6	-6.1	0.5	-8.5	-13.7	-1.3	-1.3	-6.6	3.9
18	Fc1ccc(/C=N/NC(=S)Nc2cccnc2)cc1	1.9	-2.5	1.7	-6.0	11.9	0.8	12.9	-11.7	4.6
19	O=C(Oc1c(Br)cc(Br)c2cccnc12)N1CCCCC1	-1.2	60.9	-4.3	5.6	-4.7	1.1	-5.2	2.8	2.3
20	COc1ccc(Nc2ncc(C(=O)N3CCN(c4ccccc4OC)CC3)c3ccccc23)cc1	4.8	-8.7	-6.2	14.7	14.1	-1.1	-21.8	-19.5	8.7
21	CS(=O)(=O)c1ncc(Cl)c(C(=O)Nc2ccc(N3CCOCC3)cc2)n1	8.5	.	-1.4	-1.8	7.2	-2.9	-19.9	30.9*	3.1
22	Cc1cccc(NC(=S)N/N=C2/CCCCc3ccccc32)c1	-2.3	12.4	2.1	-15.0	-14.2	8.0	-7.1	-16.9	3.6
23	COc1cc(OC)cc(C(=O)NNC(=S)NC2CC2)c1	7.3	-1.1	-0.5	-26.8	3.1	1.5	.	-13.7	9.4
24	COc1cc(C(C)=O)ccc1OCCN1CCC(Cc2ccccc2)CC1	2.1	-3.4	3.9	-3.2	-5.5	-2.4	-8.0	6.2	6.9
25	O=C(NCc1ccncc1)C(=O)NC1CC1	3.1	1.8	-2.5	-9.6	-9.0	-2.5	-3.0	4.2	10.8
26	O=C1C2CCCCC2C(=O)N1c1cccc(OS(=O)(=O)c2ccccc2)c1 (centres undefined)	4.3	11.8	-1.1	-4.6	9.3	0.1	-1.6	-11.3	4.3
27	CCn1ccc(=N)cc1	3.4	-4.4	2.6	9.8	-12.6	-0.8	-8.7	-7.1	4.9
28	Cc1ccc(C)c2c3c([nH]c12)-c1nonc1CC3	4.0	38.3	13.3	-40.1	-12.6	1.3	-2.0	0.5	3.0
29	CCNc1nc(NCC)nc(N(C#N)C(C)C)n1	-3.5	-3.5	.	-11.3	-2.5	2.3	-3.0	-6.8	1.0
30	CSc1ncccc1C(=O)OCC(=O)N(CC(C)C)C1CCS(=O)(=O)C1 (centres undefined)	0.6	-5.7	2.6	6.1	-18.4	0.8	-12.6	-4.3	1.3
31	C/C(CCc1ccc2c(c1)OCO2)=N\NC(=O)c1ccccc1	1.1	2.4	8.8	-0.9	-44.2	1.4	-1.5	-7.4	4.8
32	O=C(CSc1nc(-c2ccccc2)c(-c2ccccc2)[nH]1)Nc1nccs1	-2.0	-0.4	-2.7	3.5	7.8	-1.3	-8.5	-5.8	1.2
33	CCOc1ccc(-c2n[nH]c(C)c2-c2ccccc2OC)c(O)c1	2.2	87.1*	-6.4	5.5	40.2	1.3	-8.6	-19.4	3.1
34	CCCCN(CCCC)Cc1ccc(N)cc1	-0.5	-4.0	4.8	8.8	10.8	-1.4	-17.4	7.3	-1.2
35	Cc1c(C(=O)NC(Cc2ccccc2)c2nc3ccccc3[nH]2)cccc1[N+](=O)[O-] (centres undefined)	-0.3	1.7	-1.7	-0.3	6.9	2.4	-5.3	-11.4	3.0
36	C=CCNC(=O)c1ccc(-c2nc(-c3ccccc3)cs2)cc1	-3.8	10.6	-5.8	-7.2	12.1	-1.7	7.1	-7.4	-0.2
37	COc1cc2c(cc1OC)CN(C(=O)C1(c3ccccc3)CC1)CC2	-3.7	16.6	-1.4	-0.9	-11.0	2.2	-4.0	6.7	1.2
38	COc1ccc(NC(=O)c2ccc([N+](=O)[O-])cc2[N+](=O)[O-])c(OC)c1	-1.5	11.6	-2.3	-6.2	13.9	-1.5	-12.1	9.1	4.5
39	Cc1nc([N+](=O)[O-])c(Br)n1CC(=O)c1ccc(Cl)cc1	9.1	-64.0	-3.8	-4.1	-12.7	-0.1	4.8	-17.8	3.0
40	O=S(=O)(NCCOc1cccc2cccnc12)c1ccc(F)cc1	-1.8	-42.3	-4.1	9.7	-8.0	0.0	12.6	-5.8	5.4
41	Cc1ccc(S(=O)(=O)N2CCN(C(C)C(=O)Nc3ccccc3-c3ccccc3)CC2)cc1 (centres undefined)	-3.4	24.2	4.0	1.3	3.0	-1.1	-33.9	-1.4	-2.2
42	Cc1ccc(C2=NNC(c3cccc(F)c3)S2)cc1 (centres undefined)	-1.9	41.8	9.5	1.3	-25.4	-0.9	-39.3	2.3	5.1
43	CN1C(=O)NC(NC(=O)c2cccs2)(C(F)(F)F)C1=O (centres undefined)	1.5	-16.2	4.1	-0.2	7.1	1.0	1.5	-0.8	2.5
44	C=CCOc1ccc(C2OC34CCCCC3C(C#N)(C#N)C2(C#N)C(=N)O4)cc1 (centres undefined)	-0.5	-24.7	12.2	-12.1	-27.8	-0.6	-6.9	7.1	2.9
45	c1ccc(Nc2cc(-c3ccccc3)nc3ncnn23)cc1	2.5	23.7	2.4	-6.6	-11.3	0.3	-2.7	-13.1	5.6
46	CC(C)(C)c1ccccc1NC(=O)c1cccnc1	-3.5	-19.3	2.5	-6.3	-15.0	-0.5	-4.9	-17.2	-0.5
47	CCCCCCNCc1ccc(Br)cc1	4.7	23.2	2.4	-22.2	-14.1	2.0	-0.5	-5.4	-2.3
48	CC(C)c1ccccc1NC(=O)c1ccco1	-1.6	15.8	0.5	3.6	3.0	-2.2	-13.7	0.4	3.6
49	CCN(CC)CCCNC(=O)C(C)n1c2ccccc2c2nc(=O)cc(C)n21 (centres undefined)	0.4	-0.7	.	8.8	-18.3	-2.1	-6.0	7.9	2.7
50	CCN1CCN(c2cc(C)c3cc(NC(=O)c4cccc(OC)c4)ccc3n2)CC1	3.7	-26.4	.	-15.9	3.0	2.5	-11.6	9.0	-4.9
51	CCOC(=O)COc1cccc2c(=O)n(CC(=O)NCc3ccc4c(c3)OCO4)ccc12	-3.1	.	-8.4	1.2	-3.7	0.1	0.7	-42.6	1.0
52	CCOc1ccc(NC(=O)COc2ccccc2)c([N+](=O)[O-])c1	0.2	-8.2	3.4	2.9	-20.6	3.2	9.1	-13.0	5.0
53	Cc1ccc(Cc2c[nH]c(=S)s2)cc1	2.1	8.0	17.6	-26.7	-26.6	1.4	-6.6	-6.9	3.9
54	CCC1Oc2ccccc2N(Cc2ccccc2C)C1=O (centres undefined)	1.3	54.2	5.9	9.6	2.7	1.7	6.5	-11.3	1.5
55	CCC(C)NC(=O)C(Cc1ccccc1)n1cccc1 (centres undefined)	-2.0	8.9	0.4	5.0	-5.4	-0.7	6.9	-5.0	2.6
56	CC(CCc1ccccc1)NC(=O)CN1C(=O)NC2(CCCCC2)C1=O (centres undefined)	1.8	4.6	3.3	7.1	6.0	1.4	-1.2	0.8	5.2
57	COc1ccc(OC)c(NC(=O)C2CCN(S(=O)(=O)c3c(C)noc3C)CC2)c1	-3.1	-2.0	-0.5	9.6	4.3	0.8	-16.4	-5.0	2.0
58	Fc1cccc(Cc2noc(CN3CCN(c4cnccn4)CC3)n2)c1	-5.4	16.3	7.5	-0.2	13.8	0.2	4.9	-3.9	0.1
59	O=C(CSc1nc2ccccc2o1)N1CCN(c2ccccc2)CC1	5.2	-7.7	9.6	-11.9	-7.6	1.1	-13.4	-3.8	7.3
60	CC(=O)Nc1cccc(NS(=O)(=O)c2ccccc2[N+](=O)[O-])c1	6.0	-16.9	-0.4	-12.7	-7.5	-1.2	-1.3	0.7	5.5
61	Cc1ccc2nc(CSc3nnc4ccccn34)cc(=O)n2c1	-6.9	24.6	-3.2	12.5	15.1	-0.7	2.3	-4.0	-1.3
62	Cc1ccc(NC(=S)/C(=C(\[O-])c2ccc(C)c([N+](=O)[O-])c2)[n+]2ccccc2)cc1C	4.3	-14.4	2.9	-11.7	-8.8	-1.1	-0.2	-2.8	16.5

# Screening data as filed in PubChem BioAssay.
